Compound activity as filed in PubChem BioAssay.
Rab7 wt GTP bind: modulators of GTP binding to Rab7, primary screen, biochemical, wildtype, multiplex bead flow cytometry. GST-Rab7 beads, fluorescent GTP binding; actives lie on both sides; untreated = 100%, excess cold GTP = 0%. GTP binding activity (percent of control), % at 10 µM. hit rate 0.055% among 190,000. Rab7 GTPase wild type (dog), Bodipy-FL-GTP binding. AID 758, 2007;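 active = fluorescent GTP binding to Rab7 beads changed by at least 20 points from the 100% baseline, either direction, mostly lower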;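 note: median green fluorescence of bound Bodipy-FL-GTP per Rab7 bead population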
Rac1 mut GTP: GTP binding modulators of activated mutant Rac1, primary screen, biochemical, bead-based flow cytometry, multiplex, fluorescent GTP; Ras-related C3 botulinum toxin substrate 1 (Homo sapiens), P63000; GST-Rac1 activated beads; actives lie on both sides; 100% means binding = to untreated wells; percent activity (GTP binding), % at 10 µM; hit rate 0.11% among 190,000; AID 764, 2007;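 active = GTP binding at least 20 percentage points away from the 100% baseline, in either direction, so actives lie on both sides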
Mcl-1 Bim block: inhibitors of Bim peptide binding to Mcl-1, primary screen, biochemical, bead-based flow cytometry, multiplex. Bim peptide-Mcl-1 binding. hit rate 0.1% among 190,000. inhibition, % at 10 µM; in the data active = inhibition above about 40%;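 note: 0% = no compound tracer wells and 100% = peptide blocker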
Target sequence (Q07820 whole entry, looked up): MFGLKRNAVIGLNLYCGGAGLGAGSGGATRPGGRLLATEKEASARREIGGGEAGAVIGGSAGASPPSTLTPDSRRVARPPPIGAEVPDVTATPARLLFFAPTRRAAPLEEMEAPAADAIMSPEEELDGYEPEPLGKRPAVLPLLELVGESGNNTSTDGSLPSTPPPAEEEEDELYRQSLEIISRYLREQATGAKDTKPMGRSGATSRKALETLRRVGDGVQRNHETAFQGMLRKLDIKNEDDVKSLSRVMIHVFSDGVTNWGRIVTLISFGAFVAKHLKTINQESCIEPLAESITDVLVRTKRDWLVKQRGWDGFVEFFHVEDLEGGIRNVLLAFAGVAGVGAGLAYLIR
RGS8-Gao reg: RGS8-Galphao binding modulators, primary screen, biochemical, multiplexed bead flow cytometry; hit rate 0.34% among 220,000; Guanine nucleotide-binding protein G(o) subunit alpha (Homo sapiens), P09471; response (percent of control binding), % at 10 µM; actives lie on both sides; AID 1423, 2008; in the data active = response below about 60% or above about 140%; inactive = in between;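 note: Galphao activated as the GDP aluminium fluoride complex binding bead-coupled RGS8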
Target sequence (P09471 whole entry, looked up): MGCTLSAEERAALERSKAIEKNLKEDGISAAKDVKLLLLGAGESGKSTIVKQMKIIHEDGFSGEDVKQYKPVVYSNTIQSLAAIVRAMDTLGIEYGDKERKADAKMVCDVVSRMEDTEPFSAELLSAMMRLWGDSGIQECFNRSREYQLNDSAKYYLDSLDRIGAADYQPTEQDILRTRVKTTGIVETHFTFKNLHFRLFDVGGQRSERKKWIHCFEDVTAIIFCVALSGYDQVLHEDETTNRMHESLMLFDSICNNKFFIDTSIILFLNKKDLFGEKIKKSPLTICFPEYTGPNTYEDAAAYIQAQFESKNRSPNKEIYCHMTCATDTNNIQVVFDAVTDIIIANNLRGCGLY
Pf gamet viab: late stage P. falciparum gametocyte viability inhibitors, primary screen, ATP luminescence, HTS; P. falciparum stage V gametocytes, 24 h; inhibition, % at 10.9 µM; hit rate 0.065% among 150,000; AID 743093, 2013;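 active = inhibition above the mean plus 3 SD of compounds within the control limits, set per campaign, cut at about 38% in these data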;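 note: 0% = DMSO wells and 100% = medium only without gametocytes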
Mcl1-Noxa inh: Mcl-1/Noxa binding inhibitors, primary screen, biochemical, TR-FRET, 1536-well; hit rate 1.5% among 220,000; inhibition, % at 21.7 µM; Induced myeloid leukemia cell differentiation protein Mcl-1 (Homo sapiens), Q07820; AID 1022, 2008; TR-FRET Mcl-1/Noxa peptide binding, 2 h;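 active = compounds that cut the protein-peptide binding signal by more than 50% relative to plate controls in a single-dose test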;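 note: His-tagged Mcl-1 with rhodamine Noxa BH3 peptide and terbium anti-His antibody; 0% = Mcl-1 plus Noxa peptide wells and 100% = peptide-only wells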
Rac1 wt GTP bind: wildtype Rac1 GTP binding modulators, primary screen, biochemical, GST-Rac1 beads, flow cytometry, multiplex | Ras-related C3 botulinum toxin substrate 1 (Homo sapiens), P63000 | fluorescent GTP binding; actives lie on both sides; 0 = cold GTP competed, 100 = untreated | GTP binding activity (% of control), % at 10 µM | hit rate 0.27% among 190,000;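 active = GTP binding activity at least 20 points away from the 100% control level, either lower or higher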
HRas wt GTP: modulators of GTP binding to HRas wildtype, primary screen, biochemical, bead-based flow cytometry, multiplex | GTPase HRas (Homo sapiens), P01112 | GST-Ras wt beads, Bodipy-FL-GTP binding; actives lie on both sides | GTP binding activity, % at 10 µM | hit rate 0.14% among 190,000;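 active = GTP binding activity at least 20% away from the 100% baseline, either lowered as inhibitor or raised as activator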;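 note: 0% = unlabeled GTP competition control and 100% = no-compound control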
Mcl1 Bid PPI: Mcl-1/Bid binding inhibitors, primary screen, biochemical, TR-FRET, 1536-well | inhibition, % at 21.7 µM | hit rate 0.97% among 220,000 | TR-FRET Mcl-1/Bid-Dy647 peptide binding | AID 1021, 2008 | Induced myeloid leukemia cell differentiation protein Mcl-1 (Homo sapiens), Q07820;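 active = compounds that cut the binding signal by more than half at the single screening dose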;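 note: His-tagged Mcl-1 with europium anti-His antibody binding Bid BH3 peptide; 0% = Mcl-1 plus peptide wells and 100% = peptide-only wells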
Cdc42 wt: modulators of GTP binding to wildtype Cdc42, primary screen, biochemical, multiplex bead flow cytometry, Bodipy-GTP | percent activity (GTP binding), % at 10 µM | hit rate 0.2% among 190,000 | Cell division control protein 42 homolog (Homo sapiens), P60953 | GST-Cdc42 beads; actives lie on both sides;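 active = percent activity GTP binding at least 20 points away from the 100% baseline, either down as inhibitor or up as activator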;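 note: median bead fluorescence of bound Bodipy-FL-GTP at 100 nM; 0% = excess unlabeled GTP control and 100% = no compound control; below 100% means less GTP binding so inhibitor and above means activator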
Target sequence (P60953 whole entry, looked up): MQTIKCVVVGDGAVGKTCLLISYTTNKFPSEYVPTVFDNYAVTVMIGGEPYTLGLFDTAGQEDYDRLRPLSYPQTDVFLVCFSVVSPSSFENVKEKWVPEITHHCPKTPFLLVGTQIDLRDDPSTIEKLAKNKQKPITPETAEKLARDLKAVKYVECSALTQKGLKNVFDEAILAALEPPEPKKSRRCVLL
Rab2A wt mod: modulators of GTP binding to Rab2A wildtype, primary screen, biochemical, dog, bead-based flow cytometry, multiplex; Ras-related protein Rab-2A (Canis lupus familiaris), P61105; GTP binding activity, % at 10 µM; hit rate 0.19% among 190,000; GST-Rab2 wt beads, Bodipy-GTP binding;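 active = GTP binding activity at least 20 points away from 100%, either lowered or raised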;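 note: 0% = beads with excess unlabeled GTP and 100% = no-compound control corrected for plate trend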
* marks the source's active call; other numbers are inactive results; . = no result given.

SMILES | Rab7 wt GTP bind | Rac1 mut GTP | Mcl-1 Bim block | RGS8-Gao reg | Pf gamet viab | Mcl1-Noxa inh | Rac1 wt GTP bind | HRas wt GTP | Mcl1 Bid PPI | Cdc42 wt | Rab2A wt mod
CC(C)c1ccc(C(=O)CSc2n[nH]c(-c3ccncc3)n2)cc1 | 97.0 | 104.0 | -3.0 | 97.5 | 5.8 | -6.8 | 109.0 | 102.0 | 5.7 | 104.0 | 101.0
Cc1cccc(OCC(=O)Nc2cc(C)c(C)cc2O)c1 | 102.0 | 101.0 | -5.0 | 99.4 | -2.7 | 9.9 | 109.0 | 101.0 | -11.4 | 105.0 | 101.0
COCCN1Cc2cccc(C(=O)Nc3ccc(S(=O)(=O)N4CCOCC4)cc3)c2C1=O | 93.0 | 96.0 | -2.0 | 99.5 | -31.8 | 3.4 | 98.0 | 95.0 | 0.0 | 93.0 | 94.0
CSc1nc(-c2ccccc2)nc(C(Cl)Cl)n1 | 96.0 | 100.0 | -6.0 | 102.8 | 20.5 | -16.2 | 101.0 | 99.0 | -13.4 | 99.0 | 100.0
COc1ccc(Cl)cc1C(=O)NNC(=O)c1cccnc1 | 97.0 | 95.0 | -1.0 | 100.1 | . | 14.0 | 96.0 | 96.0 | -2.7 | 94.0 | 97.0
Cc1cc(C(=O)N/N=C/c2ccccc2Br)no1 | 103.0 | 101.0 | -1.0 | 99.4 | 10.6 | 5.7 | 113.0 | 102.0 | 0.8 | 108.0 | 100.0
COc1cc(C(=O)N2CCN(c3ccc([N+](=O)[O-])cc3)CC2)ccc1OCc1c(C)noc1C | 100.0 | 96.0 | 5.0 | 95.7 | . | 2.6 | 100.0 | 96.0 | -23.0 | 94.0 | 98.0
O=C(CSc1ncc(-c2ccccc2)[nH]1)Nc1cccc(O)c1 | 105.0 | 97.0 | 2.0 | 101.4 | -3.2 | 8.7 | 112.0 | 105.0 | -48.5 | 101.0 | 101.0
CCOC(=O)c1cc(NC(=O)Nc2ccc(OC)c(OC)c2)c(C)nc1C | 100.0 | 93.0 | 2.0 | 101.6 | 7.1 | 6.0 | 95.0 | 97.0 | -20.6 | 96.0 | 97.0
CC(C)(C)n1ncc2c(=O)n(CC(=O)c3ccc(Cl)cc3)cnc21 | 101.0 | 100.0 | 0.0 | 99.3 | . | 13.0 | 100.0 | 100.0 | -10.5 | 101.0 | 100.0
O=C(NNS(=O)(=O)c1ccc(Br)cc1)C1CCCCC1 | 93.0 | 97.0 | 0.0 | 99.8 | -13.2 | 8.6 | 97.0 | 94.0 | -29.2 | 94.0 | 96.0
CCOC(=O)c1ccc(S(=O)(=O)N2CCN(CC3CC=CCC3)CC2)cc1 (stereo unspecified) | 97.0 | 98.0 | 0.0 | 116.9 | . | -16.2 | 98.0 | 99.0 | -22.6 | 100.0 | 99.0
COc1cc(Nc2ccccc2Cl)c([N+](=O)[O-])nc1[N+](=O)[O-] | 89.0 | 92.0 | 0.0 | 100.2 | . | -8.2 | 95.0 | 92.0 | -10.9 | 93.0 | 89.0
CN1CCN(S(=O)(=O)c2ccc3[nH]c(=O)oc3c2)CC1 | 94.0 | 99.0 | -3.0 | 106.0 | . | 10.6 | 107.0 | 101.0 | -1.7 | 103.0 | 101.0
Cn1c(CCCCCN)nc2ccccc21 | 96.0 | 96.0 | -1.0 | 101.3 | . | 19.1 | 96.0 | 100.0 | -24.2 | 97.0 | 99.0
O=C(CCn1nc(-c2ccc(Cl)cc2)ccc1=O)N1CCOCC1 | 98.0 | 97.0 | 0.0 | 97.8 | . | 9.1 | 97.0 | 98.0 | 2.0 | 99.0 | 97.0
COc1ccc(Nc2nc(N)nc(CSc3nncn3C)n2)cc1 | 104.0 | 95.0 | 5.0 | 102.5 | 13.0 | 15.4 | 97.0 | 102.0 | -4.0 | 97.0 | 99.0
Cc1ccc2[nH]cc(C(=O)CN3CCN(C)CC3)c2c1 | 103.0 | 102.0 | 1.0 | 98.1 | . | -4.0 | 106.0 | 106.0 | -11.9 | 107.0 | 104.0
Cc1ccc(C(=O)CSc2nc(C)cc(C)c2C(N)=O)cc1 | 96.0 | 94.0 | -4.0 | 111.8 | . | 3.2 | 96.0 | 97.0 | -8.7 | 97.0 | 96.0
O=C(N/C(=C\c1cccs1)C(=O)N1CCOCC1)c1ccco1 | 96.0 | 95.0 | -1.0 | 97.7 | -2.6 | 0.2 | 97.0 | 96.0 | -26.7 | 97.0 | 95.0
Cn1c2ccccc2c2c(C(=O)NCCCN3CCCC3=O)cn(C3CCCCC3)c(=O)c21 | 109.0 | 101.0 | 0.0 | 100.4 | . | 2.0 | 103.0 | 107.0 | -18.6 | 107.0 | 108.0
CC1CC(C)CN(C(=O)C(C)N(C)CC(=O)Nc2ccccc2Cl)C1 (stereo unspecified) | 89.0 | 94.0 | 0.0 | 99.4 | -30.2 | -9.9 | 97.0 | 99.0 | -9.2 | 93.0 | 97.0
N#C/C=C1/NC(=O)c2ccccc2S1 | 98.0 | 91.0 | -8.0 | 107.1 | . | 10.3 | 91.0 | 95.0 | 64.7* | 94.0 | 97.0
COCCNC(=O)c1cc(-c2ccc(OC)c(OC)c2)on1 | 102.0 | 99.0 | -2.0 | 101.3 | . | -10.7 | 103.0 | 102.0 | 2.2 | 102.0 | 102.0
CCN1CCN(C(=O)CSc2cc(=O)n(C)c3ccccc23)CC1 | 93.0 | 98.0 | -4.0 | 100.5 | -13.8 | -0.7 | 99.0 | 97.0 | -26.8 | 99.0 | 96.0
Clc1ccc(OCCSc2ncccn2)c(Br)c1 | 93.0 | 90.0 | 2.0 | 100.9 | . | 0.0 | 93.0 | 93.0 | -4.2 | 94.0 | 92.0
S=C(NCc1cccs1)Nc1ccccc1 | 102.0 | 99.0 | -3.0 | 102.9 | -9.5 | 10.1 | 103.0 | 100.0 | -34.4 | 99.0 | 100.0
CCOC(=O)C1CCCN(c2oc(-c3ccc(OC)cc3)nc2C#N)C1 (stereo unspecified) | 97.0 | 91.0 | 3.0 | 100.3 | -7.8 | 7.5 | 89.0 | 90.0 | 9.0 | 92.0 | 92.0
CCOc1ccc(S(=O)(=O)NN)cc1 | 97.0 | 98.0 | -1.0 | 100.9 | . | 14.3 | 107.0 | 101.0 | -8.0 | 103.0 | 100.0
Cc1cc(Cl)ccc1OCC(=O)Nc1ccccc1CO | 99.0 | 101.0 | -3.0 | 106.2 | . | -2.7 | 107.0 | 103.0 | -9.6 | 103.0 | 102.0
CCOC(=O)C1=C(CC)Nc2ccccc2N=C1NC(=O)Nc1ccc(Cl)c(Cl)c1 | 97.0 | 92.0 | -2.0 | 101.2 | . | 26.6 | 94.0 | 93.0 | -4.8 | 93.0 | 93.0
CCCc1cc(=O)oc2c(CN3CCCC3)c(O)ccc12 | 109.0 | 101.0 | -1.0 | 100.6 | -9.2 | 14.4 | 106.0 | 111.0 | -66.3 | 110.0 | 112.0
CC(=O)c1cccc(NC(=S)NC2CCCCC2)c1 | 96.0 | 99.0 | 23.0 | 101.4 | 0.8 | -6.5 | 106.0 | 100.0 | -8.7 | 104.0 | 98.0
CCOC(=O)CNC(=O)CSc1ncnc2c1cnn2-c1ccc(C)cc1 | 96.0 | 98.0 | 0.0 | 94.0 | 15.1 | 4.8 | 98.0 | 98.0 | -7.5 | 98.0 | 96.0
O=C(NCCc1c[nH]c2ccccc12)[C@@H]1C[C@H]1[C@@H](NP(=O)(c1ccccc1)c1ccccc1)c1ccccc1 | 98.0 | 97.0 | -3.0 | 105.3 | . | 0.2 | 104.0 | 99.0 | -39.4 | 104.0 | 101.0
CCOC(=O)c1nnc(-c2cccs2)nc1NC(C)C | 98.0 | 98.0 | -3.0 | 102.4 | -14.2 | -10.8 | 95.0 | 96.0 | 3.5 | 96.0 | 98.0
Cc1ccc(CSCCNC(=O)CSCc2ccc([N+](=O)[O-])cc2)cc1 | 90.0 | 95.0 | -1.0 | 95.5 | . | -17.0 | 97.0 | 91.0 | -14.1 | 98.0 | 93.0
Cc1ccc(-c2nc(-c3ccccc3)no2)cc1 | 98.0 | 103.0 | 0.0 | 104.0 | . | 8.7 | 105.0 | 103.0 | 14.7 | 105.0 | 103.0
COc1ccc(OCc2cn3c(C)cc(C)nc3n2)cc1 | 103.0 | 100.0 | -26.0 | 104.6 | -4.9 | -7.1 | 103.0 | 100.0 | -46.3 | 101.0 | 99.0
Cc1c(Cl)cccc1NC(=O)Cn1cc(C(F)(F)F)cc(Cl)c1=O | 98.0 | 98.0 | -1.0 | 102.4 | -1.8 | -11.2 | 101.0 | 99.0 | -14.1 | 98.0 | 101.0
c1ccc(-c2nnc(OCC3CCCO3)c3ccccc23)cc1 (stereo unspecified) | 94.0 | 92.0 | 1.0 | 100.9 | 12.6 | 4.6 | 93.0 | 93.0 | -11.3 | 95.0 | 95.0
O=C(NCCc1ccc2c(c1)OCCO2)c1ccc(F)cc1 | 100.0 | 101.0 | -5.0 | 100.4 | -6.7 | 7.3 | 106.0 | 100.0 | -4.0 | 104.0 | 100.0
O=C1c2ccccc2C(=O)c2c(NCc3cccnc3)cccc21 | 95.0 | 94.0 | 0.0 | 101.2 | -4.6 | 36.6 | 93.0 | 97.0 | 16.4 | 95.0 | 94.0
CCOC(=O)N1CCN(C(=O)CSc2nc3ccccc3c(=O)n2-c2ccccc2)CC1 | 94.0 | 95.0 | 0.0 | 101.9 | 2.3 | -21.8 | 98.0 | 96.0 | -20.4 | 100.0 | 97.0
CCCCCCC1CC(/C(C)=N\NC(N)=O)OC1=O (stereo unspecified) | 102.0 | 100.0 | 1.0 | 101.9 | . | -4.8 | 107.0 | 102.0 | 2.5 | 101.0 | 102.0
Cc1ccc(S(=O)(=O)Oc2ccccc2N2C(=O)C3CC=CCC3C2=O)cc1 (stereo unspecified) | 96.0 | 97.0 | 0.0 | 104.5 | -4.5 | 8.4 | 95.0 | 97.0 | -23.5 | 97.0 | 96.0
